Assay outcomes from PubChem BioAssay.
LDHA inh: qHTS assay for inhibitors of human lactate dehydrogenase; activity change, % (values are at about 110 or 230 µM); hit rate 0.15% among 480,000; AID 1347041, 2019; L-lactate dehydrogenase A chain (Homo sapiens), P00338; purified LDHA, NADH/diaphorase-resazurin fluorescence; active compounds read low; in the data active = activity change below about -30%; inconclusive = mostly about -25% to -30%;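 also: plate controls were DMSO wells for no effect and wells without enzyme for full effect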
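LDH5 2 nM; NADH 0.06 mM, pyruvate 0.2 mM; 200 mM Tris pH 7.4, EDTA, Tween-20; 5 min RT. Detection: diaphorase 0.133 mg/mL + resazurin 37 µM, fluorescence ex540/em590 at 0 and 20 min; normalized to enzyme-free and DMSO wells.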
RXFP1 agonist: qHTS Assay for Agonists of the Relaxin Receptor RXFP1; hit rate 0.3% among 370,000; Potency, µM (doses to about 57.5 µM), for the others: at the top dose activation, usual class: activators; HEK293T-RXFP1 cAMP TR-FRET, 30 min; response scale: percent of porcine relaxin response, buffer zero; AID 2676, 2010; also: potency is read from the fitted curve at half-maximal effect; % is scaled to controls: 0 for no effect and ±100 for the full control effect; nearly all actives have a fitted effect of over 60% in size; many of its hits are not listed in these tables
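HEK293T cells stably expressing RXFP1 were pretreated with the PDE4 inhibitor Ro 20174, exposed to compounds for 30 min at 37C, lysed, and cAMP was read by TR-FRET. Data normalized to buffer (basal) and 29 nM porcine relaxin (100%).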
Vif-A3F inh: qHTS for Inhibitors of Vif-A3F Interactions: qHTS | Potency, µM (top dose mostly 46.1 µM), without a hit: at the top dose activity, negative = active | AID 602313, 2012 | HeLa A3F-eYFP + Vif (tagged APOBEC3F with the HIV-1 protein that degrades it), YFP fluorescence increase | hit rate 0.2% among 390,000; also: potency is read from the fitted curve at half-maximal effect; % of control where 0% means no effect; nearly all actives have a fitted effect of over 65% in size
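Fluorescence increase (Ex 488/Em 500-530) after overnight compound treatment at 37 deg C flags inhibition of Vif-driven A3F-eYFP loss in stable HeLa A3F-eYFP/Vif cells seeded overnight beforehand.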
D2 potentiator: HTS Assay for Positive Allosteric Modulators of the Human D2 Dopamine Receptor: Primary Screen for Potentiators; D(2) dopamine receptor (Homo sapiens), P14416; HEK293 T-REx D2, calcium flux, EC20 dopamine potentiation; potentiation, % at 10 µM; hit rate 0.34% among 340,000;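 active = potentiation over 3 SD above the plate norm, cut at about 30% in these data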; also: 0% is about no effect
Target sequence (P14416 whole entry, looked up): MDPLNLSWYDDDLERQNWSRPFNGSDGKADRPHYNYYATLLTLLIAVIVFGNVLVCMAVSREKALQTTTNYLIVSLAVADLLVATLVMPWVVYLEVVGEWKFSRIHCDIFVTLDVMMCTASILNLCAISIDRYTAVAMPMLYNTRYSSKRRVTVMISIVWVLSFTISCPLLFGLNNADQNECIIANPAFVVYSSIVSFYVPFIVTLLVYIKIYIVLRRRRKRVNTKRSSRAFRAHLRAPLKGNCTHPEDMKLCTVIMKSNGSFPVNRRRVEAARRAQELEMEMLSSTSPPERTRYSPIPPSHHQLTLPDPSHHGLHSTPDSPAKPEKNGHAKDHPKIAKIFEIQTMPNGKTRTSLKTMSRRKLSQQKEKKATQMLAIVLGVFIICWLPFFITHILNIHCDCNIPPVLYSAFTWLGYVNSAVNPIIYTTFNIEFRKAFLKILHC
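Potentiation of an EC20 dopamine calcium response measured kinetically over 180 s, after a preceding 180 s compound-only read flagging agonists. Cells: inducible Hek293 Trex D2 line, 4000/well, cultured overnight at 30 C before dye loading.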
D1 agonist: Allosteric Agonists of the Human D1 Dopamine Receptor: qHTS | D(1A) dopamine receptor (Homo sapiens), P21728 | HEK293 T-REx D1 cells, calcium flux, agonist mode | activation, % at 2 µM | hit rate 1% among 360,000 | AID 504660, 2011; in the data active = activation above about 30%; also: 0% is about no effect
Target sequence (P21728 whole entry, looked up): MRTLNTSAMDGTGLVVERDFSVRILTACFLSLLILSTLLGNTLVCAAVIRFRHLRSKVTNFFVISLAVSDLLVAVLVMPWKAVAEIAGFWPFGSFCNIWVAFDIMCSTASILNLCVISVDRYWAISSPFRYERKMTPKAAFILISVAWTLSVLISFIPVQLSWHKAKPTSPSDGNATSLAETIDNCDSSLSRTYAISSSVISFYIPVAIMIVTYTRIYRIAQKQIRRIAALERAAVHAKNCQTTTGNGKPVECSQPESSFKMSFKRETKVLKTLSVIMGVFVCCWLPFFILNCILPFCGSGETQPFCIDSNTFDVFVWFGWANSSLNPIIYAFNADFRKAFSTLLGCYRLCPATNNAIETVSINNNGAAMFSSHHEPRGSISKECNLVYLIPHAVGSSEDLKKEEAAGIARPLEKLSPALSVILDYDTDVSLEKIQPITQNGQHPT
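Agonism was scored from calcium flux recorded over 180 s (1 read/s) after pintool compound addition, following a 10-cycle baseline. Cells were inducible force-coupled HEK293 TREx D1, plated overnight at 30 C and loaded with no-wash calcium dye.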
D1 antagonist: Antagonist of Human D 1 Dopamine Receptor: qHTS; D(1A) dopamine receptor (Homo sapiens), P21728; HEK293 TREx D1 cells, calcium flux, dopamine EC80; active compounds read low; activity change, negative = inhibition, % at 10 µM; hit rate 3.2% among 360,000; in the data active = activity change below about -30%; also: % is scaled to controls: 0 for no effect and ±100 for the full control effect
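Kinetic fluorescence of a calcium dye serves as the read-out. D1-expressing Hek293 Trex cells, induced overnight at 30 C, are exposed to compound for 180 s before an EC80 dopamine addition, then read 180 s further.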
Vif-APOBEC3G blk: qHTS for Inhibitors of Vif-A3G Interactions: qHTS; DNA dC->dU-editing enzyme APOBEC-3G (Homo sapiens), Q9HC16; HeLa A3G-eYFP + Vif (tagged APOBEC3G with the HIV-1 protein that degrades it), YFP fluorescence, overnight; Potency, µM (series often up to 46.1 µM), for the others: at the highest dose activity, negative = active, most hits filed as inhibitors; hit rate 0.076% among 410,000; AID 602310, 2012;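 also: potency is read from the fitted curve at half-maximal effect; % is scaled to controls: 0 for no effect and ±100 for the full control effect; nearly all actives have a fitted effect of over 60% in size; hits raise eYFP signal because A3G escapes Vif-driven loss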
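Read-out is eYFP fluorescence (Ex 488/Em 500-530) from Vif-expressing HeLa A3G-eYFP cells; more signal means A3G escaped Vif-mediated degradation. Cells plated overnight, compound pinned in, incubated overnight at 37 deg C.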
D1 PAM: Potentiators of Human D1 Dopamine Receptor: qHTS | HEK293 TREx D1 cells, calcium flux, dopamine EC20 potentiation | D(1A) dopamine receptor (Homo sapiens), P21728 | AID 504651, 2011 | hit rate 0.036% among 360,000 | potentiation, % at 10 µM; in the data active = potentiation above about 30%; also: 0% is about no effect
Glioma ERSR ind: qHTS for Inducers of the Endoplasmic Reticulum Stress Response (ERSR) in Human Glioma: qHTS. U87-MG GRP78 promoter luciferase reporter, 16 h. hit rate 0.02% among 420,000. Potency, µM, inactives show top-dose activation, hits mostly activators; also: potency is read from the fitted curve at half-maximal effect; series mostly up to about 76 µM; % of control where 0% means no effect; nearly all actives have a fitted effect of over 35% in size
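Stably transfected U87-MG human glioma cells carrying a GRP78-based luminescent sensor were seeded at 1000 cells/well, pin-dosed with compounds and incubated 16 h. Luciferase reagent was then added, and end-point luminescence was read after 10 min at room temperature.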
Starred values were filed as active, the others as inactive; u = inconclusive; x = not tested or not shown; & = joins results of further samples. Unless noted, calls follow the shape of the dose curve; as a rule, active = well fitted curve in the direction sought with a large enough effect; inconclusive = small, poorly fitted or top-dose-only effect, or another doubt; inactive = no such curve, though single readings can be large; an effect the other way counts as inactive or inconclusive. This is a subset. The share of hits here may be higher or lower than overall.

canonical_smiles	Vif-A3F inh	D1 antagonist	LDHA inh	Vif-APOBEC3G blk	D2 potentiator	Glioma ERSR ind	D1 PAM	D1 agonist	RXFP1 agonist
CCOc1ccc(C(=O)C(CCC(CN(C)C)C(=O)c2ccc(OCC)cc2)CN(C)C)cc1 (centres undefined)	1%	13	1	u	16	-14%	-10	36*	0.6%
CCc1cc(=O)oc2cc(C)cc(OCC(=O)NCCN3CCOCC3)c12	-3%	1	-10&0	0%	0	-3%	-2	2	2.6%
COc1ccc(Cl)cc1NC(=O)CN(C)C(=O)c1ccc2c(c1)CC(c1ccccc1)OC2=O (centres undefined)	-1%	11	-3	-4%	-20	-6%	x	8	-0.2%
c1ccc(-c2cnc(-c3cccnc3)o2)cc1	-2%	-6	-9	-8%	-4	-4%	-5	-1	5.0%
COc1ccc(OCC(=O)O/N=C(\N)c2ccc(OC)cc2)cc1	-3%	11	-3	1%	0	-2%	-5	4	1.6%
Cc1onc(-c2ccccc2Cl)c1C(=O)Nc1cccc(S(=O)(=O)N2CCOCC2)c1	-4%	x	-8	-6%	x	-2%	x	x	x
O=S(=O)(Cc1ccccc1)Nc1ccc(F)cc1	-24%	8	-2	-6%	-4	-7%	4	0	0.2%
Cc1ccc(Nc2nc(C)cs2)cc1	u	4	-7	-6%	-2	-1%	-2	0	3.5%
COc1ccc2oc(=O)c(-c3nc4ccc(C)cc4[nH]3)cc2c1	u	24	-1	u	-1	3%	-1	5	8.5%
COc1ccc(C(=O)NC(=S)NCc2ccco2)cc1	5%	-11	5	-2%	1	3%	-3	4	-3.7%
OCCCCNCc1cc(Br)ccc1OCc1ccccc1	3%	5	3	3%	-9	-4%	0	11	8.4%
Cc1ccc(C)c(N(C)S(=O)(=O)c2cccc3nsnc23)c1	x	9	5	1%	0	-5%	2	1	1.3%
FC(F)(F)c1ccccc1NC(=S)Nc1cccc2cnccc12	-11%	-3	15	-10%	-4	-8%	2	5	1.0%
O=C(CCn1nnc2ccccc21)OCC(=O)c1ccc(F)cc1	-1%	-22	-4	2%	1	2%	x	3	5.4%
COc1ccccc1-n1c(SCC(=O)N2CCOCC2)nc(O)cc1=O	-5%	-10	2	1%	6	-6%	-3	6	2.1%
O=C(c1ccncc1)N1N=C(C2CC2)CC1(O)C(F)(F)F (centres undefined)	6%	-19	-8	1%	7	-3%	-4	0	-0.2%
CC(=O)c1ccc(NC2CC(O)C(O)CO2)cc1 (centres undefined)	-9%	-14	-2	-1%	1	-4%	0	2	-0.2%
c1ccc(-c2c[nH]c(-c3ccccc3)c2)cc1	13%	x	-6	-4%	x	7%	x	x	x
CCOC(=O)c1c(NC(=O)c2nn(CC)cc2Br)sc2c1CCCCC2	5%	7	-1	2%	x	-3%	-5	3	2.7%
CC(=O)Nc1ccc(S(=O)(=O)Nc2nc3ccccc3nc2-n2ccc(=NC(=O)c3ccccc3)cc2)cc1	-5%	-1	-8	2%	-4	-4%	7	16	7.6%
CCCCOc1ccc(C2(C)CC(=O)NC2=O)cc1 (centres undefined)	7%	5	-3	-7%	-1	9%	-7	3	0.5%
CCOC(=O)C1CCCN(C(=O)c2ccccc2NS(=O)(=O)c2ccc(F)cc2)C1 (centres undefined)	2%	x	-5	-2%	x	1%	x	x	x
CC1=CC=CN2C1=NC(=O)CC2(C)C(=O)N(CC(=O)NC1CCCC1)Cc1ccccc1 (centres undefined)	-2%	-6	-8	0%	-11	1%	-13	4	4.4%
O=C(/C=C/c1ccco1)NCC1OCCc2ccccc21 (centres undefined)	u	11	-6	-3%	-7	-4%	-7	-1	-0.9%
CC(C)(C)c1cc(CN(CCO)CCO)c(O)c(C(C)(C)C)c1	-8%	6	2	-7%	0	7%	-2	2	-0.4%
O=C1c2[nH]nc(-c3ccccc3O)c2C(c2ccccc2)N1Cc1ccco1 (centres undefined)	-7%	13	-1	-12%	1	-6%	7	1	-1.0%
O=C1NC(=S)S/C1=C\c1ccc2ccccc2c1	-1%	-31*	-8	0%	10	2%	-2	3	-2.5%
CCOc1ccc(-c2csc3ncnc(Nc4cccc(O)c4)c23)cc1	0%	-6	0	-6%	1	-4%	-1	1	0.4%
COC(=O)C(C)(N)Cc1ccc(O)cc1 (centres undefined)	-3%	9	-4	0%	-10	-3%&-3%	-3	-1	-2.0%
CC(C(=O)Nc1ccccc1)N(c1cccc(Cl)c1)S(C)(=O)=O (centres undefined)	4%	4	3	2%	-3	-3%	1	2	0.6%

Retrieved by structure from above (four):
canonical_smiles	Vif-A3F inh	D1 antagonist	LDHA inh	Vif-APOBEC3G blk	D2 potentiator	Glioma ERSR ind	D1 PAM	D1 agonist	RXFP1 agonist
Cc1ccc(C)c(N(C)S(=O)(=O)c2cccc3nsnc23)c1	x	9	5	1%	0	-5%	2	1	1.3%
CCOC(=O)C1CCCN(C(=O)c2ccccc2NS(=O)(=O)c2ccc(F)cc2)C1 (centres undefined)	2%	x	-5	-2%	x	1%	x	x	x
O=C1c2[nH]nc(-c3ccccc3O)c2C(c2ccccc2)N1Cc1ccco1 (centres undefined)	-7%	13	-1	-12%	1	-6%	7	1	-1.0%
COc1ccc(OCC(=O)O/N=C(\N)c2ccc(OC)cc2)cc1	-3%	11	-3	1%	0	-2%	-5	4	1.6%

Next compounds:
canonical_smiles	Vif-A3F inh	D1 antagonist	LDHA inh	Vif-APOBEC3G blk	D2 potentiator	Glioma ERSR ind	D1 PAM	D1 agonist	RXFP1 agonist
COC(=O)c1[nH]c2ccc(Cl)cc2c1NC(=O)c1ccccc1[N+](=O)[O-]	-3%	9	-8	0%	8	-5%	16	1	0.2%
Cc1ccnc(SCC(=O)Nc2c(C)n(C)n(-c3ccccc3)c2=O)n1	-1%	-23	-7	-1%	-9	-6%	7	0	0.8%
O=C(OCCCN=C1NS(=O)(=O)c2ccccc21)c1ccc([N+](=O)[O-])cc1	14%	-1	-9	-5%	-17	-2%	-7	1	2.2%
Cc1ccc2c(C)c(C(=O)N3CCCCC3CO)oc2c1C (centres undefined)	1%	15	-1	-5%	-2	5%	-2	0	-0.7%
CCC(C)OC(=O)C1=C(C)NC(=O)CC1c1ccccc1OC (centres undefined)	5%	1	-2	-4%	5	0%	-2	11	0.9%
O=C(CSc1nc2ccccc2c(=O)n1-c1ccccc1)c1c[nH]c2ccccc12	-14%	1	-6	0%	-2	-2%	-3	4	1.0%
O=C(NCCCN1CCCC1=O)c1ccc2c(=O)n(Cc3ccco3)c(=S)[nH]c2c1	-8%	-21	-4	2%	-8	7%	0	1	1.8%
CCCN=C1N/C(=C\c2ccco2)C(=O)N1c1ccccc1	-5%	-11	0	0%	6	0%	-1	0	-0.1%
COc1ccc(N2C(=NC(=O)C3CCCCC3)SC3CS(=O)(=O)CC32)cc1Cl (centres undefined)	3%	4	-3	0%	x	-1%	-1	0	-0.5%
CCCc1cc(C(=O)N2CCCC(N3CCN(c4ccc(F)cc4)CC3)C2)no1 (centres undefined)	0%	1	-13	2%	-2	5%	5	2	-3.0%
O=C(NN=C1CCCCCC1)C(=O)Nc1cccc(Br)c1	-12%	-2	-3	0%	-1	-2%	-1	7	-0.1%
COc1cccc(-n2c(N)cc(=O)nc2SCC(=O)Nc2cc(C)on2)c1	8%	2	-4	1%	5	1%	8	2	1.3%
O=NC1=C(c2c(O)[nH]c3ccccc23)CCCC1	-8%	-4	-1	0%	-7	-3%	-3	1	2.2%

Reformatted with values under each structure: entries from further up
Below each SMILES: Vif-A3F inh | D1 antagonist | LDHA inh | Vif-APOBEC3G blk | D2 potentiator | Glioma ERSR ind | D1 PAM | D1 agonist | RXFP1 agonist
- COc1ccc(C(=O)NC(=S)NCc2ccco2)cc1
→ 5% | -11 | 5 | -2% | 1 | 3% | -3 | 4 | -3.7%
- OCCCCNCc1cc(Br)ccc1OCc1ccccc1
→ 3% | 5 | 3 | 3% | -9 | -4% | 0 | 11 | 8.4%
- Cc1ccc(C)c(N(C)S(=O)(=O)c2cccc3nsnc23)c1
→ x | 9 | 5 | 1% | 0 | -5% | 2 | 1 | 1.3%
- FC(F)(F)c1ccccc1NC(=S)Nc1cccc2cnccc12
→ -11% | -3 | 15 | -10% | -4 | -8% | 2 | 5 | 1.0%
- O=C(CCn1nnc2ccccc21)OCC(=O)c1ccc(F)cc1
→ -1% | -22 | -4 | 2% | 1 | 2% | x | 3 | 5.4%
- COc1ccccc1-n1c(SCC(=O)N2CCOCC2)nc(O)cc1=O
→ -5% | -10 | 2 | 1% | 6 | -6% | -3 | 6 | 2.1%
